# Source: PubChem BioAssay (National Center for Advancing Translational Sciences (NCATS))
# p53ts 39C kill – p53ts cell cytotoxicity, nonpermissive temperature; H1299-p53A138V viability at 39C, ATP luminescence, 24 h; Potency, µM (doses to about 46.1 µM), without a hit: top-dose activity change, negative = cell killing, most hits filed as cytotoxic; 130,000 compounds, 1.5% hits; AID 902; active = well fitted cell-killing curve with a large enough effect; inconclusive = small, poorly fitted or top-dose-only effect; inactive = no such curve, though single readings can be large or run the other way; also: nearly all actives have a fitted effect of over 55% in size
# IkB signaling – IkB pathway inhibition in ABC-DLBCL cells. ABC-DLBCL IkBa-CBG/CBR dual luciferase ratio, 4 h; response scale: scaled: untreated 0%, proteasome inhibitor 100%. Potency, µM (titrated, usually from 57.1 µM), for inactives: at the top dose IkBa stabilization activation. 110,000 compounds, 0.04% hits; active = well fitted curve in the direction sought with a large enough effect in the signal ratio, not every such curve was filed as active; inconclusive = small, poorly fitted or top-dose-only effect, or a change in a side signal; the % refers to the signal ratio;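 also: the direction sought is a rising ratio; 0% = basal untreated cells and 100% = reference inhibitor full response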
#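 In this assay, an IκBα–CBG68 fusion accumulates when IKK-driven degradation is blocked; native CBR normalizes for cell number. OCI-Ly3 cells were treated 4 h with compound and doxycycline, then green and red light read after Chroma-Glo addition.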
# Numbers without * were called inactive; u = inconclusive; x = not tested or not shown; [ ] = dose if it differs, or a comment. Unless noted, % is scaled to controls: 0 for no effect and ±100 for the full control effect; potency is read from the fitted curve at half-maximal effect. This is a subset; rates above refer to the full screens.
Structure	p53ts 39C kill	IkB signaling
CC1(C)CC[C@]2(C(=O)O)CC[C@]3(C)C(=CC[C@@H]4[C@@]5(C)CC[C@H](O)C(C)(C)[C@@H]5CC[C@@]43C)[C@@H]2C1	x	-0.8%[11.4 µM]
C=C1CC[C@H]2C(C)(C)[C@H](O)CC[C@]2(C)[C@@H]1COc1ccc2ccc(=O)oc2c1	x	-2.0%[11.4 µM]
COC(=O)[C@@H](NC(=O)c1cc(-c2ccccc2)nc2ccccc12)c1ccccc1	x	-4.1%
CC(C)C[C@H](NC(=O)[C@@H](NC(=O)N[C@@H](Cc1ccccc1)C(=O)O)[C@H]1CCN=C(N)N1)C(=O)N[C@H](C=O)Cc1ccccc1	x	2.6%[11.4 µM]
COc1ccc([C@@H]2OC[C@]3(COC(C)=O)[C@H](C)C=C(C)[C@@H]2[C@H]3C)cc1	x	-1.5%[11.4 µM]
CCN1CCC[C@@H]1CNC(=O)c1c(OC)ccc(I)c1O	x	-9.6%
CCCCCCCCCCCCC/C=C\[C@H](O)[C@H](N)CO	x	-18%
NCCC[C@@H](CC(=O)N[C@@H]1CCNC[C@H]1C(=O)N[C@H](CC(=O)N[C@@H](CCC(=O)O)CC(=O)O)Cc1c[nH]c2ccccc12)NC(=O)C[C@H](Cc1c[nH]c2ccccc12)NC(=O)[C@@H]1CCCC[C@H]1N	x	1.6%
Nc1nc(N)nc(CCCCc2nc(N)nc(N)n2)n1	x	0.2%[11.4 µM]
CC#C[C@@]1(O)CC[C@@H]2[C@@H]3CCC4=CC(=O)CCC4=C3[C@@H](c3ccc(N(C)C)cc3)C[C@]21C	x	u
CC(C)C[C@@H](CC(=O)N[C@@H](CCC(=O)O)CC(=O)O)NC(=O)[C@@H]1CCCC[C@H]1NC(=O)C[C@@H](NC(=O)C[C@H](Cc1ccccc1)NC(=O)[C@@H]1CCCC[C@H]1N)C(C)C	x	0.5%
COc1ccccc1N1CCN(CCN(C(=O)c2ccc(I)cc2)c2ccccn2)CC1	x	2.0%

Structure	p53ts 39C kill	IkB signaling
O=C(CCc1ccc(O)cc1)c1c(O)cc(O)cc1O[C@@H]1O[C@@H](CO)[C@@H](O)[C@@H](O)[C@H]1O	x	-0.4%[11.4 µM]
OC[C@@H]1O[C@@H](n2cnc3c(NCCc4ccccc4)ncnc32)[C@@H](O)[C@H]1O	x	u
CN1C[C@@H](O)[C@@H](O)[C@@H](O)[C@@H]1CO	x	-3.0%
O=c1c(O)c(-c2ccc(O)c(O)c2)oc2c(OC[C@H]3O[C@@H](O)[C@@H](O)[C@H](O)[C@@H]3O)c(O)cc(O)c12	x	-0.3%[11.4 µM]
CC(C)C[C@@H](CC(=O)N[C@@H](CCC(=O)O)CC(=O)O)NC(=O)[C@@H]1CCCC[C@H]1NC(=O)C[C@@H](NC(=O)C[C@H](Cc1c[nH]c2ccccc12)NC(=O)[C@@H]1CNCC[C@H]1N)C(C)C	x	0.7%
CC(C)C1=CC2=CC[C@H]3[C@@](C)(CCC[C@]3(C)C(=O)O)[C@@H]2CC1	x	1.2%[11.4 µM]
NCCC[C@@H](CC(=O)N[C@@H]1CCNC[C@H]1C(=O)N[C@H](CC(=O)N[C@@H](CCC(=O)O)CC(=O)O)Cc1c[nH]c2ccccc12)NC(=O)C[C@H](Cc1ccccc1)NC(=O)[C@@H]1CCCC[C@H]1N	x	0.9%
Cc1ccc(C(=O)[C@@H]2[C@@H]3[C@@H](C(=O)[C@@H]4OC[C@H]3O4)[C@@H]3C=Cc4ccccc4N23)cc1	x	3.1%[11.4 µM]
C=C[C@@]1(C)C=C2CC[C@@H]3[C@](C)(CCC[C@@]3(C)C(=O)O)[C@H]2CC1	x	0.1%[11.4 µM]
CC(C)C[C@@H](CC(=O)N[C@@H](CCC(=O)O)CC(=O)O)NC(=O)[C@@H]1CCCC[C@H]1NC(=O)C[C@@H](NC(=O)C[C@H](Cc1c[nH]c2ccccc12)NC(=O)[C@@H]1CCCC[C@H]1N)C(C)C	x	2.1%
C/C(=C\COc1cc(=O)[nH]c2ccccc12)CC[C@@H](O)C(C)(C)O	x	1.3%[11.4 µM]
C[C@]12C=CC(=O)C=C1CC[C@@H]1[C@H]3C[C@@H](O)[C@](O)(C(=O)CO)[C@]3(C)C[C@H](O)[C@]12F	x	u

Structure	p53ts 39C kill	IkB signaling
OC[C@@H]1O[C@@H](n2cnc3c(NCc4ccco4)ncnc32)[C@H](O)[C@H]1O	x	3.3%[11.4 µM]
Clc1nc(NCCc2ccccc2)c2ncn(-c3ccccc3)c2n1	x	1.2%[11.4 µM]
CC(=O)O[C@H]1C(=O)[C@]2(C)[C@H]([C@H](OC(=O)c3ccccc3)[C@@]3(O)C[C@H](OC(=O)[C@@H](O)[C@@H](NC(=O)c4ccccc4)c4ccccc4)C(C)=C1C3(C)C)[C@]1(OC(C)=O)CO[C@@H]1C[C@@H]2O	x	2.4%[11.4 µM]
CC(C)C[C@@H](CC(=O)N[C@@H](CCCN)CC(=O)N[C@@H]1CCNC[C@H]1C(=O)N[C@H](CC(=O)N[C@@H](CCC(=O)O)CC(=O)O)CC(C)C)NC(=O)[C@@H]1CCCC[C@H]1N	x	-2.2%
O=C1C=CC2=C3c4cc(O)c(O)cc4C[C@@]3(O)COC2=C1O	x	1.6%[11.4 µM]
CC(=O)[C@H]1[C@H]2[C@H](C(=O)[C@@H]3OC[C@H]2O3)[C@@H]2c3ccccc3C=CN12	x	2.6%[11.4 µM]
CC[C@@H]1OC(=O)[C@@H](C)[C@H](O[C@@H]2C[C@@](C)(OC)[C@@H](O)[C@H](C)O2)[C@H](C)[C@H](O[C@@H]2O[C@@H](C)C[C@@H](N(C)C)[C@H]2O)[C@@](C)(O)C[C@H](C)C(=O)[C@@H](C)[C@H](O)[C@@]1(C)O	x	2.4%[11.4 µM]
CC(C)c1ccc2c(c1)CC[C@@H]1[C@@](C)(CN)CCC[C@@]21C	x	u
CC(C)[C@@H](CC(=O)N[C@@H]1CCNC[C@H]1C(=O)N[C@H](CC(=O)N[C@@H](CCC(=O)O)CC(=O)O)Cc1c[nH]c2ccccc12)NC(=O)C[C@H](Cc1ccccc1)NC(=O)[C@@H]1CCCC[C@H]1N	x	-2.1%
CC1=CC(=O)C2=C(C)CC[C@@H]3[C@H](OC(=O)[C@H]3C)[C@H]12	x	0.8%[11.4 µM]
O=S(=O)(/N=C(/Nc1ccc(F)cc1F)c1ccccc1)c1ccc(Br)cc1	-6%	x
C=CCNC(=S)NNc1nc2c(c(=O)[nH]1)C1(CCCCC1)Cc1ccccc1-2	1%	x

# Part of the list above in order of count of non-hydrogen atoms, high to low.
Structure	p53ts 39C kill	IkB signaling
NCCC[C@@H](CC(=O)N[C@@H]1CCNC[C@H]1C(=O)N[C@H](CC(=O)N[C@@H](CCC(=O)O)CC(=O)O)Cc1c[nH]c2ccccc12)NC(=O)C[C@H](Cc1ccccc1)NC(=O)[C@@H]1CCCC[C@H]1N	x	0.9%
CC(C)[C@@H](CC(=O)N[C@@H]1CCNC[C@H]1C(=O)N[C@H](CC(=O)N[C@@H](CCC(=O)O)CC(=O)O)Cc1c[nH]c2ccccc12)NC(=O)C[C@H](Cc1ccccc1)NC(=O)[C@@H]1CCCC[C@H]1N	x	-2.1%
CC(C)C[C@@H](CC(=O)N[C@@H](CCC(=O)O)CC(=O)O)NC(=O)[C@@H]1CCCC[C@H]1NC(=O)C[C@@H](NC(=O)C[C@H](Cc1c[nH]c2ccccc12)NC(=O)[C@@H]1CCCC[C@H]1N)C(C)C	x	2.1%
C[C@]12C=CC(=O)C=C1CC[C@@H]1[C@H]3C[C@@H](O)[C@](O)(C(=O)CO)[C@]3(C)C[C@H](O)[C@]12F	x	u
O=S(=O)(/N=C(/Nc1ccc(F)cc1F)c1ccccc1)c1ccc(Br)cc1	-6%	x
CC(C)C1=CC2=CC[C@H]3[C@@](C)(CCC[C@]3(C)C(=O)O)[C@@H]2CC1	x	1.2%[11.4 µM]
Nc1nc(N)nc(CCCCc2nc(N)nc(N)n2)n1	x	0.2%[11.4 µM]

# The listing continues:
Structure	p53ts 39C kill	IkB signaling
O=C(CN1C(=O)NC2(CCc3ccccc3C2)C1=O)Nc1ccc(F)cc1 (stereo not drawn)	-3%	x
CC(=O)N1C(=O)CC(C)N(C(C)=O)c2ccc([N+](=O)[O-])cc21 (stereo not drawn)	-12%	x
COC(=O)CN1C(c2ccc(Cl)cc2)=Nc2ccc(Cl)cc2C1c1ccccc1 (stereo not drawn)	11%	x
Clc1ccc(-c2nnc(SCc3nc4ccccc4s3)o2)cc1	8%	x
CC(=O)c1ccc(NC(=O)Nc2ccc([N+](=O)[O-])cc2C)cc1	5%	x
Cc1c(NC(=S)NC(=O)C(C)(C)C)cccc1[N+](=O)[O-]	6%	x
O=C(Nc1cccc(Br)c1)c1ccccc1-c1ccccc1	7%	x
Cc1nc(SCC(=O)NCC(F)(F)F)c2c(-c3cccs3)csc2n1	3%	x
C/C(=N\N=C(N)N)c1cccc([N+](=O)[O-])c1	-17%	x
Cc1cc(C)nc(SCc2cc(=O)c(OC(=O)c3cccc([N+](=O)[O-])c3)co2)n1	1%	x
CCc1ccc(-n2cc(-c3ccc([N+](=O)[O-])cc3)[nH]c2=S)cc1	7%	x
CCN(CC)C(=O)C(=O)N/N=C/c1ccc(C(=O)O)cc1	11%	x

# Overlap with the part before: 3 entries, then new ones.
Structure	p53ts 39C kill	IkB signaling
Cc1cc(C)nc(SCc2cc(=O)c(OC(=O)c3cccc([N+](=O)[O-])c3)co2)n1	1%	x
CCc1ccc(-n2cc(-c3ccc([N+](=O)[O-])cc3)[nH]c2=S)cc1	7%	x
CCN(CC)C(=O)C(=O)N/N=C/c1ccc(C(=O)O)cc1	11%	x
COc1ccccc1NC(=S)NCCSc1ccc(C)cc1	-6%	x
COc1ccc(CN(CCC(c2ccccc2)c2ccco2)C(=O)c2ccco2)cc1 (stereo not drawn)	8%	x
COc1ccccc1-n1cnc2c(c1=O)c1nc3ccccc3nc1n2-c1ccc(C)c(C)c1	-5%	x
O=C(NCc1cccs1)c1ccc([N+](=O)[O-])cc1Cl	-3%	x
Cc1ccc(Nc2nnc(SCC(=O)Nc3ncc(C(F)(F)F)cc3Cl)s2)cc1	17%	x
COc1ccc(OC)c(NC(=O)c2ccc3nc(-c4ccccc4)c(-c4ccccc4)nc3c2)c1	1%	x
CCc1ccc(N2C(=O)CC(NNc3nc4ccccc4s3)C2=O)cc1 (stereo not drawn)	-17%	x
CCOc1ccc(NC(=O)C2(c3ccc(OC)c(OC)c3)CCCC2)cc1	-3%	x
Cc1ccc(C(=O)COC(=O)c2cccc(N3C(=O)c4c(C)nc5ccccc5c4C3=O)c2)cc1C	1%	x
O=C(C1CCCO1)N1CCN(C(=S)Nc2ccccc2C(F)(F)F)CC1 (stereo not drawn)	-2%	x
O=C(O)CCn1cc(/C=C\C(=O)c2ccc(Cl)cc2)c(-c2cccc(Br)c2)n1	9%	x
FC(F)(F)c1n[nH]c(=S)n1/N=C/c1ccco1	-9%	x

Structure	p53ts 39C kill	IkB signaling
CCC(NC(=O)NCc1ccccc1)(C(F)(F)F)C(F)(F)F	6%	x
O=C(O)c1cc(-c2ccc(N3CCOCC3)cc2)nn1-c1ccc(F)cc1	7%	x
COc1ccc(C(=O)/C=C/c2ccc(N3CCCCC3)c([N+](=O)[O-])c2)cc1	-16%	x
O=C(NC(=S)N1CCN(Cc2ccc3c(c2)OCO3)CC1)c1ccc(Cl)cc1	-9%	x
COc1ccc(-c2cccc(C(=O)Nc3ccccc3C)c2)cc1	14%	x
COC(=O)C1=C(NC(=O)C(C)(C)C)CCS1	-7%	x
CCc1ccc(C(=O)NCc2ccc(Cl)cc2)cc1	-2%	x
COc1ccc(CCN2CN(S(=O)(=O)c3ccccc3)c3nc4ccccc4nc32)cc1	18%	x
COc1ccc([N+](=O)[O-])cc1NC(=O)Cn1ccsc1=N	15%	x
Cc1cc(C)n2cc(CSCc3ccccc3)nc2n1	0%	x
Cc1nc2sc(C(c3ccc(F)cc3)N3CCN(C(=O)c4ccco4)CC3)c(O)n2n1 (stereo not drawn)	6%	x
Cc1ccccc1NC(=O)Cc1nc(-c2ccc3ccccc3c2)cs1	3%	x

Structure	p53ts 39C kill	IkB signaling
COc1cccc(/C=C/C(=O)NCCc2ccc3c(c2)OCCO3)c1	-20%	x
O=C(CNC(=O)c1ccccc1)OC(C(=O)c1ccccc1)c1ccccc1 (stereo not drawn)	-11%	x
CCOC(=O)c1c(C)[nH]c(C)c1C(=O)CSc1nc2ccccc2n1CC	6%	x
CCc1cc(=O)oc2cc3occ(-c4ccc(OC)c(F)c4)c3cc12	20%	x
CC(C)c1ccc(NC(=S)NN2CCOCC2)cc1	-2%	x
CNc1ccccc1C(C)(C)c1cc(-c2cc(C)cc(C)c2)no1	-18%	x
CCCCCC[n+]1c(-c2ccccc2)csc1Nc1ccccc1	5%	x
O=C(CNC(c1ccccc1)c1ccccc1)Nc1ccccc1-c1ccccc1	2%	x
Cc1cccc(N/C=C/C(=O)c2cccs2)c1C	10µM*	x
NNC(=O)c1ccc(COc2ccc3c(c2)CCC3)o1	5%	x
COc1ccccc1NCCC(=O)OCC(=O)NC1CCCCC1	13%	x
CC(C)n1nc(C(=O)OCn2nnc3ccccc3c2=O)c2ccccc2c1=O	-2%	x
